A549 tox: Nrf2 qHTS screen for inhibitors: counterscreen for cytotoxicity; AID 504648, 2011; Potency, µM (series often up to 46 µM), without a hit: top-dose activity change, negative = cytotoxicity, actives largely listed as inhibitors; A549 ARE-Fluc cells, CellTiter-Fluor viability, 18-24 h; actives 0.16% (n = 390,000); note: % is set by controls: 0 for no effect and ±100 for the full control effect
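Cytotoxicity counterscreen: CellTiter-Fluor fluorescence was measured in A549 ARE_Fluc cells after 18-24 h of compound exposure in a concentration series. The subsequent BugLite luminescent read reports ARE-luciferase activity.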
Nrf2 block: Nrf2 qHTS screen for inhibitors; A549 ARE-Fluc reporter, luciferase luminescence, 18-24 h; Potency, µM (top dose mostly 46 µM), inactives show top-dose activity change, negative = inhibition, hits mostly inhibitors; actives 2.1% (n = 360,000); AID 504444, 2011; note: % is set by controls: 0 for no effect and ±100 for the full control effect; nearly all actives have a fitted effect of over 60% in size
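Concentration-response testing used A549 ARE_Fluc cells at 5000 cells/well. Following an 18-24 h compound incubation, viability was read by fluorescence (Ex 405/Em 525) and luciferase output by luminescence.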
Nrf2 activator: qHTS of Nrf2 Activators; AREc32 ARE-luciferase reporter (MCF7-derived line), luminescence, 24 h; Potency, µM (top dose mostly 46.1 µM), for inactives: top-dose activation, usual class: activators; actives 0.31% (n = 410,000); AID 624171, 2012; note: % of control where 0% means no effect; nearly all actives have a fitted effect of over 65% in size
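Luminescent ARE reporter assay in AREc32_Fluc cells: overnight plating at 37 deg C, 24 hr compound incubation, Steady-Glo added, 30 min RT before reading.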
EPAC2 antag: qHTS for Antagonist of cAMP-regulated guanine nucleotide exchange factor 2 (EPAC2): primary screen; Rap guanine nucleotide exchange factor 4 (Homo sapiens), Q8WZA2; EPAC2 GEF exchange of Rap1B-BODIPY-GDP, fluorescence; Potency, µM (series often up to 114 µM), inactives show at the top dose activity, negative = inhibition, actives largely listed as inhibitors; actives 0.18% (n = 360,000); AID 720708, 2013; note: % is set by controls: 0 for no effect and ±100 for the full control effect; nearly all actives have a fitted effect of over 45% in size; many of its hits are not listed in these tables
Target sequence (Q8WZA2 whole entry, looked up): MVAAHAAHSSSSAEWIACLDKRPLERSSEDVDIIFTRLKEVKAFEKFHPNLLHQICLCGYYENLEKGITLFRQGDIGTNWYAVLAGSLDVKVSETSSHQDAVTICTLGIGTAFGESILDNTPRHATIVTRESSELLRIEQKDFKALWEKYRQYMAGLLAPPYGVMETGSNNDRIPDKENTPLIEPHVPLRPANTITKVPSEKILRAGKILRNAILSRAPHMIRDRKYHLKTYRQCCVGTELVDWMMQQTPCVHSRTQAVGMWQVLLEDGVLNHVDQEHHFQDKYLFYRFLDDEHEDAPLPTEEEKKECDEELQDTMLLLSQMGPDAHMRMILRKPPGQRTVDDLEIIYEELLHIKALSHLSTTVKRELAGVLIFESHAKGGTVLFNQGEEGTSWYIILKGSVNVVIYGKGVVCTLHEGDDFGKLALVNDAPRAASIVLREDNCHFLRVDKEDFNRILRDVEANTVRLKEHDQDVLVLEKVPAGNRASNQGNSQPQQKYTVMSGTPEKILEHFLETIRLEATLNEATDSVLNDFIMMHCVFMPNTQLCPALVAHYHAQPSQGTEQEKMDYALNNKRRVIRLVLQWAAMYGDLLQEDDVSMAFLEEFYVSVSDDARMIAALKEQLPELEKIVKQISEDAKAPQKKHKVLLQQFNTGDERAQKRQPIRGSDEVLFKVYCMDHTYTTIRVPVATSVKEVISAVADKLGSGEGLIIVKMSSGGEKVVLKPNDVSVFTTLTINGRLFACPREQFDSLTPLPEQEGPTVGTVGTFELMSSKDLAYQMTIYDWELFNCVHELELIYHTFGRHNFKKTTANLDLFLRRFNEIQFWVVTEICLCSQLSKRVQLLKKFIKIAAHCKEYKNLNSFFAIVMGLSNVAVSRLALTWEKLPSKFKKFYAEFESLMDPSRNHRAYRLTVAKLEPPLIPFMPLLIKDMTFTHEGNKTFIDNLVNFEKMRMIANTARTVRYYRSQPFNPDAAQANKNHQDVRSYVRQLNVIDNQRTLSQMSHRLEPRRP
ATXN2 expr inh: Primary qHTS for Inhibitors of ATXN expression. HEK-293 ATXN2-luciferase reporter, luminescence, 24 h. Potency, µM (highest dose often 57 µM), without a hit: at the top dose activity change, negative = inhibition, usual class: inhibitors. actives 0.72% (n = 360,000); note: % is set by controls: 0 for no effect and ±100 for the full control effect; nearly all actives have a fitted effect of over 55% in size
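ATXN2-luciferase reporter cells (luciferase flanked by upstream and downstream ATXN2 gene portions) were treated 24 h at 37 °C with compounds at up to 57 uM. SteadyGlo luminescence gave expression; GF-AFC fluorescence gave viability.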
TGFb SMAD3 inh: qHTS for Inhibitors of TGF-b. Potency, µM (highest dose often 46.1 µM), for inactives: at the highest dose activity, negative = inhibition, usual class: inhibitors. actives 1.2% (n = 410,000). HepG2 CAGA-GFP TGF-b/SMAD3 reporter, GFP fluorescence, 18 h; TGF-beta stimulated, 500 pg/mL final; note: % is set by controls: 0 for no effect and ±100 for the full control effect; nearly all actives have a fitted effect of over 65% in size
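HEPG2 CAGA-GFP reporter cells (1000/well, DMEM with 1% FBS) received compounds, then recombinant TGF-beta at 500 pg/mL final for 18 hours at 37 degrees C. Per-cell GFP summed per well was normalised to unstimulated and stimulated DMSO controls before curve fitting.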
S2 tox: Viability Counterscreen for Primary qHTS for Inhibitors of ATXN expression. AID 651635, 2014. actives 0.49% (n = 400,000). S2 cells (HEK-293 line with an ATXN2-luciferase reporter) viability, CellTiter-Fluor protease fluorescence, 24 h. Potency, µM (top dose mostly 56.7 µM), hits mostly cytotoxic; note: nearly all actives have a fitted effect of over 40% in size
HepG2 tox: qHTS for Inhibitors of TGF-b: Cytotox Counterscreen; HepG2 CAGA-GFP viability, ATP luminescence, 18 h; Potency, µM (series often up to 46.1 µM), for inactives: top-dose activity change, negative = cytotoxicity, hits mostly cytotoxic; actives 0.76% (n = 410,000); AID 588856, 2011; note: some results filed as inactive show a strong effect at the top dose
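HepG2 CAGA-GFP cells (1000/well, DMEM with 1% FBS) received compound, then TGF-beta at 500 pg/mL final, and were incubated 18 hours at 37 degrees C. Viability was read by CellTiter-Glo luminescence. Media-only wells were set as complete cell-killing and DMSO as no toxicity.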
MCF10A rereplic: A quantitative high throughput screen for small molecules that induce DNA re-replication in MCF 10a normal breast cells. MCF 10A DNA re-replication, Hoechst nuclear intensity, 48 h. actives 2.9% (n = 350,000). Potency, µM (doses to about 46.1 µM), for inactives: at the highest dose activity, positive = re-replication, most hits filed as activators; note: % of control where 0% means no effect; nearly all actives have a fitted effect of over 50% in size
Numbers without * were called inactive; i = inactive; ? = inconclusive; nt = not tested or not shown; & = joins results of further samples; [ ] = another dose, or the depositor's remark. Calls come from the whole dose curve; as a rule, active = well fitted curve in the direction sought with a large enough effect; inconclusive = small, poorly fitted or top-dose-only effect, or another doubt; inactive = no such curve, though single readings can be large; an effect the other way counts as inactive or inconclusive. Potency is the fitted concentration of half-maximal effect. This is a subset (hit frequency here may not be typical).

SMILES	A549 tox	Nrf2 block	Nrf2 activator	EPAC2 antag	ATXN2 expr inh	TGFb SMAD3 inh	S2 tox	HepG2 tox	MCF10A rereplic
CCOC(=O)C1=NN(c2ccc(OC)cc2)C2C(=O)N(c3ccccc3OC)C(=O)C12 (configuration not stated)	-3%	-3%	0.5%	-2%	-5%	2%	i	2%	4%
O=C1CC(N2CCN(S(=O)(=O)c3ccccc3F)CC2)C(=O)N1c1ccccc1Cl (configuration not stated)	6%	?	0.0%	11%	-5%	0%	i	2%	4%
CC(C)Oc1ccc(/C=C(/NC(=O)c2ccccc2)C(=O)NC(Cc2ccccc2)C(=O)O)cc1 (configuration not stated)	0%	-1%	-0.5%	-6%	-12%	10%	i	0%	2%
COc1ccc(NC(=O)C2CCN(S(=O)(=O)c3ccc4c(c3)CC(C)N4C(C)=O)CC2)c(OC)c1 (configuration not stated)	0%	11%	-0.4%	-8%	-20%	-9%	i	2%	?
COC(=O)c1cccc(NC(=O)C2COc3ccccc3O2)c1C (configuration not stated)	7%	?	0.5%	-10%	19%	7%	i	8%	5%
CC1(Cc2cc(Cl)ccc2C(F)(F)F)C(=O)Nc2ccc(OC(F)(F)F)cc21 (configuration not stated)	nt	nt	0.4%[9.22 µM]	?	?	?	?	-101%	nt
O=C(Cn1ccn(-c2ccc(F)cc2)c(=O)c1=O)NCCc1ccccc1	-6%	6%	-0.7%	nt	nt	-3%	nt	-27%	nt
Cc1cccc(C)c1NC(=O)CC1SC2=NCCN2C1=O (configuration not stated)	-13%	-11%	0.4%	-2%	10%	-5%	i	0%	-1%
COc1ccc(CN2CCN(Cc3c[nH]c4ccccc34)CC2)cc1	-4%	7%	4.9%	-1%	-14%	3%	?	-28%	1%
Cc1ccc(-c2csc(/C(C#N)=C(\O)CCl)n2)cc1	0%	19%	5.6%	2%	38%[activator]	-32%	i	6%	16µM*
COC(=O)[C@@H]1OC(=O)[C@H]2O[C@@]23[C@@]1(C)CC[C@@H]1[C@@]2(C)C=CC(=O)OC(C)(C)[C@@H]2CC(=O)[C@]13C	-4%	10%	0.0%	-9%	15%	?	i	3%	-5%
O=C(CSc1ccc2nnc(-c3cccnc3)n2n1)N1CCOCC1	-11%	8%	0.1%	-9%	-6%	-29%	i	8%	-3%
CC1(C(=O)NCCN2CCOCC2)C=CC2(CCCCC2)N1C(=O)c1ccccc1 (configuration not stated)	1%	?	-0.7%	10%	32%[activator]	5%	i	3%	8%
COc1cccc(NC(=O)C23CCC(C)(C(=O)O2)C3(C)C)c1 (configuration not stated)	?	-6%	-0.3%	1%	7%	-15%	?	-3%	7%
CC1CCN(C(=O)c2c(NC(=O)c3ccccc3Cl)sc3c2CCC(C(C)(C)C)C3)CC1 (configuration not stated)	3%	8%	-1.9%	nt	5%	-6%	i	-7%	nt
O=[N+]([O-])c1ccc(N2CCOCC2)cc1N1CCCCC1	-13%	-2%	0.4%	-13%	-19%	-20%	?	-27%	-15%[9.22 µM]
COc1ccc(S(=O)(=O)N2CCC(C(=O)NCC3CCCCC3)CC2)cc1	-4%	13%	0.2%	8%	6%	4%	?	8%	-9%
CCCCNC(=O)CN(C1CCCCC1)S(C)(=O)=O	-16%	14%	-0.4%	-3%	5%	-6%	i	-8%	-4%
O=C(COc1ccccc1Cl)Nn1cnnc1	2%	11%	0.0%	-2%	1%	40%	i	19%	-5%
Cc1cccc(C2N=C(N)Nc3nc4ccccc4n32)c1 (configuration not stated)	-4%&17%	8%&-22%	-0.2%&-0.6%	-2%	-1%&-5%	-21%&-9%	i	10%&-54%	3%
O=C(CSc1nnc(NC(=O)Cc2ccccc2)s1)NCC1CCCO1 (configuration not stated)	1%	5%	0.2%	12%	0%	-1%	i	7%	-3%
Cc1cc(NC(=O)c2cc(C3CC3)on2)n(-c2ccccc2)n1	?	-10%	0.0%	-2%	3%	2%	i	-1%	-2%
O=C(CSc1nc2ccsc2c(=O)n1Cc1ccccc1F)NCc1ccccc1	0%	nt	-0.4%	nt	nt	-9%	nt	-1%	nt
O=S(=O)(O)c1cc2oc(-c3ccccc3)nc2c2ccccc12	0%	5%	4.9%	-16%	10%	?	i	3%	2%

Profiles from above. Values in the order: A549 tox | Nrf2 block | Nrf2 activator | EPAC2 antag | ATXN2 expr inh | TGFb SMAD3 inh | S2 tox | HepG2 tox | MCF10A rereplic
COc1ccc(S(=O)(=O)N2CCC(C(=O)NCC3CCCCC3)CC2)cc1 as listed: -4% | 13% | 0.2% | 8% | 6% | 4% | ? | 8% | -9%
O=[N+]([O-])c1ccc(N2CCOCC2)cc1N1CCCCC1 as listed: -13% | -2% | 0.4% | -13% | -19% | -20% | ? | -27% | -15%[9.22 µM]

(cont.)
SMILES	A549 tox	Nrf2 block	Nrf2 activator	EPAC2 antag	ATXN2 expr inh	TGFb SMAD3 inh	S2 tox	HepG2 tox	MCF10A rereplic
COc1cccc(CNC(=O)Cn2nc(C)c3c(C)n(-c4ccc(C)cc4)nc3c2=O)c1OC	4%	-12%	0.4%	-5%	-6%	-1%	i	-2%	-1%
CN(C(=O)c1cccs1)c1ccccc1C(=O)O	0%	-1%	-0.1%	0%	-4%	2%	i	-15%	2%
O=C(Nc1ccc(-c2nc3ccccc3o2)cc1)c1cc(-n2cnnc2)ccc1Cl	-15%	?	0.1%	0%	?	-16%	?	-34%	?
Cc1cc(C)n(CC(=O)Nc2cc(F)ccc2F)c(=O)c1C#N	9%	nt	5.3%	nt	3%	-2%	i	-12%	nt
O=c1cccccc1NN=C1CCCCC1	?	?	?	1%	22%	9%	i	-3%	6%
Cc1cc(C)nc(SCC(=O)NNS(=O)(=O)c2ccc(C#N)cc2)n1	1%	10%	-1.4%	-6%	-3%	17%	i	17%	0%
Cc1ncccc1C(=O)N1CCCC(c2cc(C(=O)Nc3ccc(C(C)(C)C)cc3)no2)C1 (configuration not stated)	nt	nt	4.0%	-20%	-3%	23%	i	-17%	nt
Cn1c(=O)c2c(-c3ccc(C(C)(C)C)cc3)n(N3CCOCC3)cc2n(C)c1=O	-7%	2%	0.5%	-4%	-3%	-5%	i	-27%	-3%
CCCc1cc(C(=O)NCc2ccc(OC)cc2)no1	-8%	10%	3.8%	15%	38%[activator]	-1%	i	-3%	2%
CCOc1ccc(C(=O)Nc2ccc(-n3nncc3-c3ccccc3)cc2)cc1OCC	-17%	nt	3.0%	nt	nt	-18%	nt	-16%	nt
COc1cccc(/C=C2\N=C(C3CCCCC3)OC2=O)c1OC	0%	3%	0.2%	-6%	-10%	-4%	i	-43%	9%
O=C(NNS(=O)(=O)c1ccc(F)cc1)c1ccccc1	5%	?	2.5%	3%	2%	14%	i	-10%	?
CCN(CC)S(=O)(=O)c1ccc(N2CCN(c3ccccc3O)CC2)nc1	-1%	18µM*	2.5%	-18%	-30%	-17%	i	1%	6%
Cc1ccc(-n2c(=O)c(C#N)cc3c(=O)n4cccc(C)c4nc32)cc1	-3%	2%	-0.5%	11%	1%	-20%	i	5%	i[0.0737 µM]
CNc1cncc(-c2ccc(CN3CCOCC3)cc2)n1	nt	nt	0.8%[9.22 µM]	4%	21%	28%	i	1%	nt
O=C(NCCc1ccccc1)C1CCCN(S(=O)(=O)c2cccs2)C1 (configuration not stated)	-3%	11%	-0.1%	13%	-3%	3%	i	0%	7%
Cc1ccc(C(=O)NCCc2ccc(S(N)(=O)=O)cc2)cc1[N+](=O)[O-]	-1%	?	-0.1%	2%	-23%	-15%	i	-7%	-6%
CCc1ccccc1N1CC(C(=O)O)CC1=O (configuration not stated)	0%	nt	-0.7%	-5%	-9%	6%	i	-55%	-12%
O=C(Nc1ccc(N2C(=O)C3C4C=CC(C4)C3C2=O)cc1)Nc1nncs1 (configuration not stated)	1%	-4%	-0.4%	3%	1%	1%	i	-19%	-4%
Cc1ccc(F)cc1NC(=O)N1CCNC(=O)C1CC(=O)Nc1cc(Cl)ccc1Cl (configuration not stated)	1%	2%	3.6%	9%	-2%	-20%	i	0%	3%
CC1CCC2C(=O)N(c3cccc(OS(=O)(=O)c4ccccc4)c3)C(=O)C2C1 (configuration not stated)	7%	-4%	0.8%	14%	-8%	?	?	-29%	18%
O=C(O)c1cc([N+](=O)[O-])c(Nc2cccc3ccccc23)c([N+](=O)[O-])c1	-15%	8%	5.9%	?	47%[activator]	?	i	-17%	1%
Cc1nc2ccccc2n1CC(O)COc1ccccc1Cl (configuration not stated)	-2%	?	2.2%	-6%	-39%	-22%	i	-9%	7%
CC(C)(C)C(=O)CN1C(=O)NC2(CCc3ccccc32)C1=O (configuration not stated)	-1%	1%	0.3%	0%	6%	7%	i	0%	0%
O=C(CCS(=O)(=O)c1cccc2nsnc12)Nc1ccc(F)cc1	5%	-6%[9.27 µM]	5.5%	nt	-1%	?	i	-15%	nt
Cc1ccc(NC(=O)c2sc3nc[nH]c(=O)c3c2C)cc1Cl	?	nt	4.9%	nt	nt	-26%	nt	-22%	nt
CC1(C)CC(=O)c2sc(NS(=O)(=O)c3ccccc3)nc2C1	-5%	3%	0.5%	-7%	-14%	1%	i	6%	-1%
Clc1ccc(SCc2cc(N3CCOCC3)nc(-c3ccccn3)n2)cc1	-23%	?	0.3%	-19%	6.3µM*	?	?	-42%	?
CCc1ccccc1NC(=O)/C(C#N)=C/c1ccc(Sc2ccccc2)o1	5%	5%	-0.1%	7%[57.1 µM]	nt	14%	i	26%	?
Cc1c(CC(=O)N[C@@H](C)C(=O)O)c(=O)oc2cc3occ(-c4ccccc4)c3cc12	2%	7%	-0.4%	-19%	nt	1%	i	1%	3%
COC(=O)c1cn(C(=O)c2ccc(F)cc2)c2ccccc12	-3%	4%	0.3%	-21%	-23%	5%	i	4%	-5%
COc1cccc(CNc2nc3cc(-c4ccccc4)sc3c(=O)n2C)c1OC	nt	nt	3.5%	7%	?	?	?	10µM*	nt
Cc1nc2c(-c3ccccc3)c[nH]n2c(=O)c1Cc1ccccc1	3%	?	4.3%	-14%	53%[activator]	2%	i	-17%	?

Screening results: PubChem, National Center for Advancing Translational Sciences (NCATS)
